LYPLA2 counter: blocks human lysophospholipase 2, a PME1 counter-screen | recombinant LYPLA2, FP-Rh probe fluorescence polarization | inhibition, % at 5.9 µM | O95372 | hit rate 0.38% among 320,000 | AID 2177;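 active means inhibition above the screen-wide mean plus 3 SD, limit set per campaign, cut at about 26% in these data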;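 further: 0% = LYPLA2 with DMSO and 100% = wells lacking LYPLA2 enzyme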
PAFAH1B3 FP inh: PAFAH1B3 (human) inhibition; recombinant PAFAH1B3, FP-rhodamine probe, fluorescence polarization; hit rate 0.28% among 340,000; AID 492972; Q15102; inhibition, % at 3.39 µM;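 active means inhibition above the screen-wide average of all tested compounds plus 3 SD, cut at about 25% in these data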;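 further: 0% = enzyme with DMSO only and 100% = wells lacking PAFAH1B3 protein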
EBNA-1 inhibitor: blocks EBNA-1 binding to DNA; EBNA-1 DNA binding, fluorescence polarization; inhibition, % at 14.8 µM; hit rate 0.34% among 300,000; in the data active means inhibition above about 28%
PAD4 inh: inhibitors of human PAD4. hit rate 0.41% among 330,000. recombinant PAD4, RCA probe fluorescence polarization. Q9UM07. inhibition, % at 6.36 µM;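 active means percent inhibition above a cutoff equal to the mean of all tested compounds plus 3 SD, cut at about 15% in these data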;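 further: 0% = PAD4 with RCA probe and DMSO and 100% = probe without PAD4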
Target sequence (Q9UM07 whole entry, looked up): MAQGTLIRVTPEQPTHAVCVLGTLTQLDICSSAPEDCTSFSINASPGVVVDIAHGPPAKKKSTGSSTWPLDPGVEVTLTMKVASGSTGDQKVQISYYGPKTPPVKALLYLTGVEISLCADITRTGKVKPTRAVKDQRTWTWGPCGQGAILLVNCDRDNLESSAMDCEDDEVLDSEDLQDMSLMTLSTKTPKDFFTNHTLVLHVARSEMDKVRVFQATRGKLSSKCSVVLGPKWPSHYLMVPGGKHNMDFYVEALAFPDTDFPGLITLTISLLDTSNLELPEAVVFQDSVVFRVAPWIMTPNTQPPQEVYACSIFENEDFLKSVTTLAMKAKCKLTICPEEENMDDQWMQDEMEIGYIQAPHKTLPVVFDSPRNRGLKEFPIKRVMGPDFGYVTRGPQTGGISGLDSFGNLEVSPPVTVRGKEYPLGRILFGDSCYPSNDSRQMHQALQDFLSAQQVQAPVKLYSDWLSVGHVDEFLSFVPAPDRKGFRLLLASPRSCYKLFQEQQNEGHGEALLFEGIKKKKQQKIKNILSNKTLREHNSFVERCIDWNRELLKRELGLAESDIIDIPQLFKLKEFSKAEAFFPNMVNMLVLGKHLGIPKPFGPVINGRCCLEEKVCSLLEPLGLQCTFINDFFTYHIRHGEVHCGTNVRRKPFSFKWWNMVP
PREPL inhibitor: human PREPL enzyme inhibition; Q4J6C6; recombinant PREPL, fluorescence polarization activity-based probe; inhibition, % at 5.96 µM; hit rate 0.68% among 320,000; AID 2751; in the data active means inhibition above about 43%;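 further: 0% = enzyme with DMSO and 100% = wells lacking enzyme; many of its hits are not listed in these tables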
ZTA DNA inh: ZTA (EBV) inhibition in EBNA-1 counter-screen; ZTA-DNA binding, fluorescence polarization; P03206; AID 2234; inhibition, % at 11 µM; hit rate 0.15% among 320,000; in the data active means inhibition above about 33%
GSTO1 counter: blocks human GSTO1 in RBBP9 counter-screen; P78417; recombinant GSTO1, activity-based probe fluorescence polarization; inhibition, % at 5.96 µM; hit rate 1.1% among 300,000; AID 1974;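 active means inhibition above the campaign mean inhibition plus 3 SD, cut at about 35% in these data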;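 further: 0% = GSTO1-1 with DMSO and 100% = wells lacking GSTO1-1 enzyme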
Target sequence (P78417 whole entry, looked up): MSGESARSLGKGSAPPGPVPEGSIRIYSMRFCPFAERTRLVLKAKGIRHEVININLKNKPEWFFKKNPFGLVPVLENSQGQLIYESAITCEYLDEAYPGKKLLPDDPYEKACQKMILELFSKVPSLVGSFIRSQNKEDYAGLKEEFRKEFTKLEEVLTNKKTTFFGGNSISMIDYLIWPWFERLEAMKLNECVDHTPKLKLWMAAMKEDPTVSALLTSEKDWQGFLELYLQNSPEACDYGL
PAFAH2 FP inh: PAFAH2 (human) inhibition; Q99487; recombinant PAFAH2, FP-rhodamine activity probe, fluorescence polarization; inhibition, % at 3.39 µM; hit rate 0.99% among 340,000; AID 492956;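 active means inhibition above the mean over all tested compounds plus 3 SD, cut at about 30% in these data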;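 further: inhibitors block probe labeling of enzyme so polarization drops; 0% = enzyme with DMSO and 100% = wells lacking PAFAH2 protein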
LYPLA1 inh: counter-screen for PME1 inhibitors: inhibitors of human LYPLA1; O75608; recombinant LYPLA1, FP-Rh probe fluorescence polarization; inhibition, % at 5.9 µM; hit rate 0.16% among 320,000; AID 2174;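 active means inhibition above the mean of all tested compounds plus 3 SD, set per campaign, cut at about 14% in these data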;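 further: inhibitors block serine hydrolase probe labeling of LYPLA1 so polarization falls; 0% = enzyme with DMSO and 100% = wells lacking LYPLA1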
Starred values were filed as active, the others as inactive; · = not tested or not shown.

no.	molecule	LYPLA2 counter	PAFAH1B3 FP inh	EBNA-1 inhibitor	PAD4 inh	PREPL inhibitor	ZTA DNA inh	GSTO1 counter	PAFAH2 FP inh	LYPLA1 inh
1	Oc1ccc2c3c1O[C@H]1c4[nH]c5ccccc5c4C[C@@]4(O)[C@@H](C2)N(CC2CC2)CC[C@]314	2	4	9	-4	0	8	3	4	0
2	COC(=O)C1=C(c2ccccc2)C[C@@H]2CC[C@H]1N2C(=O)NCc1ccco1	2	12	-7	3	-7	-18	12	0	-1
3	COc1cccc(CCNCc2cccc(C(F)(F)F)c2)c1	-1	0	-6	-4	-20	-2	-2	-2	-3
4	CN1CCN(C(=O)COc2ccc(S(=O)(=O)Nc3ccc(F)cc3)cc2)CC1	-7	-2	-1	3	-3	-11	1	8	1
5	COc1ccc(C)cc1NC1=NC(C)(C)CS1	-1	-2	4	-2	3	-6	3	2	-2
6	O=C(c1cccc(Cl)c1)C1CCCN(Cc2cccc3cnccc23)C1 (configuration not stated)	-7	0	-15	-7	-22	-3	0	1	11
7	C=COCCn1c(C)c(C(C)=O)c2cc(O)ccc21	-5	1	11	1	-3	11	5	4	3
8	NS(=O)(=O)c1ccc(N2CCNCC2)cc1	-4	4	5	-2	-7	22	-2	0	-6
9	Cc1cc(C)nc(N2Cc3ccccc3C2=N)n1	0	5	3	3	22	-3	-8	7	4
10	NCC1(CC(=O)O)CCCCC1	1	·	-2	0	0	12	0	·	1
11	CC(C)Oc1ccc(C2(C#N)CC[N+](C)(C)CC2)cc1	4	9	-5	-3	17	-9	2	-2	3
12	Cc1cccc(-n2c(C)nc3ccccc3c2=O)n1	5	-10	2	-7	3	-8	-1	3	0

Next section:
no.	molecule	LYPLA2 counter	PAFAH1B3 FP inh	EBNA-1 inhibitor	PAD4 inh	PREPL inhibitor	ZTA DNA inh	GSTO1 counter	PAFAH2 FP inh	LYPLA1 inh
13	CC(C)NS(=O)(=O)c1ccc(OCC(=O)N2CCN(C)CC2)cc1	-2	7	-4	3	2	0	0	-2	2
14	Cc1ccccc1CN1CCN(C(=O)Cc2ccccc2)CC1	15	3	6	0	0	-5	-6	-8	1
15	Brc1ccccc1CNCCc1ccc2c(c1)OCO2	4	8	-5	-3	-59	-2	3	-6	-2
16	CC(=O)c1c(C)n(Cc2ccccc2Cl)c2ccc(O)cc12	3	7	5	-1	21	3	0	6	2
17	O=P(O)(O)COc1ccccc1O	3	2	5	2	1	-2	5	0	2
18	CC(=O)N1CCCSC1=Nc1ccccc1	3	6	-6	-2	-2	-2	7	3	2
19	Cn1c(O)c(C(=Nc2ccccc2)SCc2ccc(Cl)cc2)c(=O)n(C)c1=O	0	5	5	4	0	4	0	12	-2
20	C#C[C@]1(O)CC[C@H]2[C@@H]3CCC4=CC(=O)CC[C@]4(C)[C@H]3CC[C@@]21C	3	8	-1	-4	4	-17	4	8	0
21	COc1ccc(/C=C2\C(=O)NC(=O)N(Cc3ccccc3)C2=O)c(OC)c1OC	3	-3	-1	-2	-5	-15	6	-2	2
22	NS(=O)(=O)c1cccc(N2CCNCC2)c1	-1	6	2	2	5	8	3	-1	1
23	CN(C)C(=O)Oc1ccc2c(=O)c(Oc3ccccc3Br)coc2c1	0	0	12	2	8	10	2	-1	2
24	O=C(c1cc2c(s1)CCCC2)N1CCC2(CC1)OCCO2	0	2	0	-4	7	11	7	-3	-1

In another format: entries from further up
#12 Cc1cccc(-n2c(C)nc3ccccc3c2=O)n1
#13 CC(C)NS(=O)(=O)c1ccc(OCC(=O)N2CCN(C)CC2)cc1
#14 Cc1ccccc1CN1CCN(C(=O)Cc2ccccc2)CC1
#15 Brc1ccccc1CNCCc1ccc2c(c1)OCO2
#16 CC(=O)c1c(C)n(Cc2ccccc2Cl)c2ccc(O)cc12
#17 O=P(O)(O)COc1ccccc1O
#18 CC(=O)N1CCCSC1=Nc1ccccc1
#19 Cn1c(O)c(C(=Nc2ccccc2)SCc2ccc(Cl)cc2)c(=O)n(C)c1=O
#20 C#C[C@]1(O)CC[C@H]2[C@@H]3CCC4=CC(=O)CC[C@]4(C)[C@H]3CC[C@@]21C
#21 COc1ccc(/C=C2\C(=O)NC(=O)N(Cc3ccccc3)C2=O)c(OC)c1OC
entry no.	12	13	14	15	16	17	18	19	20	21
LYPLA2 counter	5	-2	15	4	3	3	3	0	3	3
PAFAH1B3 FP inh	-10	7	3	8	7	2	6	5	8	-3
EBNA-1 inhibitor	2	-4	6	-5	5	5	-6	5	-1	-1
PAD4 inh	-7	3	0	-3	-1	2	-2	4	-4	-2
PREPL inhibitor	3	2	0	-59	21	1	-2	0	4	-5
ZTA DNA inh	-8	0	-5	-2	3	-2	-2	4	-17	-15
GSTO1 counter	-1	0	-6	3	0	5	7	0	4	6
PAFAH2 FP inh	3	-2	-8	-6	6	0	3	12	8	-2
LYPLA1 inh	0	2	1	-2	2	2	2	-2	0	2

(more compounds)
no.	molecule	LYPLA2 counter	PAFAH1B3 FP inh	EBNA-1 inhibitor	PAD4 inh	PREPL inhibitor	ZTA DNA inh	GSTO1 counter	PAFAH2 FP inh	LYPLA1 inh
25	Cc1cc(=O)oc2cc(OCC(=O)N3C[C@H]4C[C@@H](C3)c3cccc(=O)n3C4)ccc12	1	-4	-11	-5	-4	-3	1	3	0
26	CCNC(=O)[C@H]1O[C@@H](n2cnc3c(N)ncnc32)[C@H](O)[C@@H]1O	3	0	-3	-5	11	3	8	-9	2
27	CCCCn1c(N)c(N(CCOC)C(=O)CN2CC=C(c3ccccc3)CC2)c(=O)[nH]c1=O	-1	4	2	-2	5	-7	4	1	4
28	COC(=O)C1=C(c2ccc(F)cc2OCc2ccccc2)C[C@@H]2CC[C@H]1N2C(=O)NCc1cccc(OC)c1	-10	0	·	0	9	13	·	6	-2
29	CN1CCCC(C(=O)c2ccc(-c3ccccc3)cc2)C1 (configuration not stated)	3	1	-12	-6	-11	1	2	0	-2
30	Cc1ccc2c(c1)N(C(C)C(=O)N1CCC3(CC1)OCCO3)C(=O)CO2 (configuration not stated)	5	9	5	5	0	-7	-14	-1	1
31	COC(=O)C1=C(c2ccc(OC(F)(F)F)cc2)C[C@@H]2CC[C@H]1N2C(=O)NCCO	-1	3	·	1	-4	3	·	-2	-4
32	Cc1ccc(N2C(=O)/C(=C/c3ccc(CN(CCC#N)S(C)(=O)=O)o3)C(=O)NC2=S)cc1	-4	2	-2	-18	1	15	15	33*	-8
33	O=c1[nH]c(=O)n(Cc2ccco2)c(O)c1C=NCCN1CCNCC1	-1	2	5	3	-1	18	2	2	0
34	CCN1CCC2(CCNC2)C1 (configuration not stated)	-2	5	2	0	-2	-4	3	-11	1
35	COc1ccc(CCn2c(O)c(C=NC3CC3)c(=O)[nH]c2=O)cc1OC	-4	-3	-12	-3	12	-22	1	-7	0
36	CS(=O)(=O)Nc1ccc(Cc2noc(-c3ccc4[nH]cc(CCN)c4c3)n2)cc1	-3	·	3	1	-18	6	-2	·	-7

Next part
no.	molecule	LYPLA2 counter	PAFAH1B3 FP inh	EBNA-1 inhibitor	PAD4 inh	PREPL inhibitor	ZTA DNA inh	GSTO1 counter	PAFAH2 FP inh	LYPLA1 inh
37	C[C@]12CCC(=O)C[C@H]1CC[C@@H]1[C@@H]2CC[C@]2(C)C(=O)CC[C@@H]12	·	7	·	2	9	·	·	1	·
38	O=c1[nH]c(=O)n(Cc2ccc(F)cc2)c(O)c1C=NCCCn1ccnc1	1	2	8	-3	-6	-11	-1	5	0
39	O=C1NC(=O)N(C2CCCCC2)C(=O)C1C1c2ccccc2C(=O)N1Cc1ccccc1 (configuration not stated)	1	-5	12	1	0	-2	-15	45*	3
40	O=C(N/N=C/c1c(O)n(Cc2ccccc2)c(=O)[nH]c1=O)c1ccccc1O	1	33*	-1	-7	3	9	15	47*	-5
41	COc1cccc(-c2cc(C(F)(F)F)n3nc(C(=O)N4CCC5(CC4)OCCO5)cc3n2)c1	0	3	1	3	3	-5	12	-1	-4
42	CCN1CCN(Cc2cc3c(cc2[N+](=O)[O-])OCO3)CC1	-4	-2	-10	-10	-7	-7	38*	6	-4
43	CCCCN1CCC(O)(c2ccccc2)C(C(=O)c2ccccc2)C1 (configuration not stated)	-3	6	0	-2	-1	-7	2	9	-1
44	CCCCS(=O)(=O)N1CCN(C(=N)N[N+](=O)[O-])CC1	-9	·	-4	1	3	1	1	·	-3
45	CC(Cc1ccccc1)/[N+]([O-])=C\c1ccc(C(F)(F)F)cc1 (configuration not stated)	-2	7	1	6	4	-3	0	0	-3
46	C=CCn1c(O)c(/C(CC)=N/NC(=S)Nc2ccccc2)c(=O)[nH]c1=O	1	12	-12	1	-3	-3	8	-3	-1
47	Cc1ccc(CN2CCN(Cc3ccccc3F)CC2)cc1	9	11	5	-1	8	2	-1	-6	2
48	CC(=O)Nc1ccc(OC(=O)N(C)c2ccccc2)cc1	8	0	-9	-2	12	-16	-6	-1	1

(listing goes on)
no.	molecule	LYPLA2 counter	PAFAH1B3 FP inh	EBNA-1 inhibitor	PAD4 inh	PREPL inhibitor	ZTA DNA inh	GSTO1 counter	PAFAH2 FP inh	LYPLA1 inh
49	O=P(C(Cl)Cl)(N1CCOCC1)N1CCOCC1	2	-10	-4	-4	-6	-5	8	-1	5
50	O=C(c1ccc2c(c1)OCO2)C1CCCN(Cc2ccccn2)C1 (configuration not stated)	6	4	-4	0	0	-18	-2	1	2
51	O=c1c2ccccc2nc(CNCc2ccco2)n1-c1ccc(F)cc1	-2	6	-3	-5	3	2	1	-2	-7
52	CC(Cc1ccccc1)N1C(=O)c2ccccc2C1=O (configuration not stated)	3	1	-3	-2	1	-1	1	-5	-2
53	O=C(Nc1ccc(F)cc1F)c1cccn(Cc2ccccc2)c1=O	-11	-2	-23	-3	8	-3	-6	0	-5
54	COc1ccc(C)cc1NC1=NCCCS1	-4	-5	-4	-3	1	12	-1	-1	1
55	Fc1ccc(N2CCN(Cc3cc4c(cc3Br)OCO4)CC2)cc1	0	0	13	-5	1	-1	0	6	-5
56	Clc1ccc(-c2nc3ccc(Cl)cn3c2CN2CCOCC2)cc1	1	-1	7	0	15	-17	8	-6	0
57	COC(=O)C1=C(c2ccc(-c3ccccc3)c(F)c2)C[C@@H]2CC[C@H]1N2C(=O)NCc1ccco1	-4	3	·	2	-47	0	·	4	-1

Screening data deposited in PubChem BioAssay by The Scripps Research Institute Molecular Screening Center.

Only part of the results is shown, so the mix of outcomes need not match the whole.
